High-throughput results: PubChem, several laboratories
HTRA1 inhibitor: HTRA1 serine protease inhibitors, primary screen, biochemical, fluorescence polarization, HTS. Q92743. recombinant HTRA1, FP-rhodamine activity-based probe. inhibition, % at 5.96 µM. 340,000 tested, 0.5% active; in the data active = inhibition above about 36%;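 note: 0% = enzyme with DMSO and 100% = wells lacking enzyme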
UHRF1 MBD2 ctr: UHRF1 methylated DNA binding inhibitors, primary screen, counter-screen for MBD2 inhibitor project, biochemical, TR-FRET, human UHRF1, single concentration; E3 ubiquitin-protein ligase UHRF1 (Homo sapiens), Q96T88; UHRF1 binding to methylated oligo; inhibition, % at 4.4 µM; 370,000 tested, 0.75% active; AID 687016, 2013; in the data active = inhibition above about 21%;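 note: UHRF1 SRA domain binding a hemimethylated CpG hairpin DNA probe; 0% = median of test compound wells and 100% = reference inhibitor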
mABHD4 FP: ABHD4 inhibitors, primary screen, biochemical, fluorescence polarization, mouse | AID 720543, 2013 | inhibition, % at 8.92 µM | (Lyso)-N-acylphosphatidylethanolamine lipase (Mus musculus), Q8VD66 | 370,000 tested, 0.54% active | purified mABHD4, FP-Rh probe fluorescence polarization;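 active = inhibition exceeding the mean over every tested compound plus 3 SD, cut at about 30% in these data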;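 note: 0% = plate median of compound wells and 100% = S159A mutant with DMSO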
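Assay system: mABHD4 protein; medium: HEPES pH 7.0, NaCl, Pluronic buffer; dosing: 8.92 µM, single dose; schedule: 45 min + 60 min at 25 °C; signal: FP readout, ex 525 nm / em 598 nm; read-out: normalized percent inhibition of probe labeling; repeats: single replicate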
MBD2 DNA inh: inhibitors of MBD2 binding to methylated DNA, primary screen, biochemical, TR-FRET, DNA-binding domain, human. MBD2 binding to methylated oligonucleotide. Methyl-CpG-binding domain protein 2 (Homo sapiens), Q9UBB5. 370,000 tested, 0.31% active. inhibition, % at 4.4 µM; in the data active = inhibition above about 13%
GC-A act: GC-A stimulated cGMP production enhancers – HEK293 GC-A cells, cGMP TR-FRET, EC30 ANP, primary screen | Atrial natriuretic peptide receptor 1 (Homo sapiens), P16066 | 370,000 tested, 0.14% active | 0% at EC30 ANP, 100% saturating ANP | AID 1671463, 2021 | activation, % at 10 µM; in the data active = activation above about 40%
Target sequence (P16066 whole entry, looked up): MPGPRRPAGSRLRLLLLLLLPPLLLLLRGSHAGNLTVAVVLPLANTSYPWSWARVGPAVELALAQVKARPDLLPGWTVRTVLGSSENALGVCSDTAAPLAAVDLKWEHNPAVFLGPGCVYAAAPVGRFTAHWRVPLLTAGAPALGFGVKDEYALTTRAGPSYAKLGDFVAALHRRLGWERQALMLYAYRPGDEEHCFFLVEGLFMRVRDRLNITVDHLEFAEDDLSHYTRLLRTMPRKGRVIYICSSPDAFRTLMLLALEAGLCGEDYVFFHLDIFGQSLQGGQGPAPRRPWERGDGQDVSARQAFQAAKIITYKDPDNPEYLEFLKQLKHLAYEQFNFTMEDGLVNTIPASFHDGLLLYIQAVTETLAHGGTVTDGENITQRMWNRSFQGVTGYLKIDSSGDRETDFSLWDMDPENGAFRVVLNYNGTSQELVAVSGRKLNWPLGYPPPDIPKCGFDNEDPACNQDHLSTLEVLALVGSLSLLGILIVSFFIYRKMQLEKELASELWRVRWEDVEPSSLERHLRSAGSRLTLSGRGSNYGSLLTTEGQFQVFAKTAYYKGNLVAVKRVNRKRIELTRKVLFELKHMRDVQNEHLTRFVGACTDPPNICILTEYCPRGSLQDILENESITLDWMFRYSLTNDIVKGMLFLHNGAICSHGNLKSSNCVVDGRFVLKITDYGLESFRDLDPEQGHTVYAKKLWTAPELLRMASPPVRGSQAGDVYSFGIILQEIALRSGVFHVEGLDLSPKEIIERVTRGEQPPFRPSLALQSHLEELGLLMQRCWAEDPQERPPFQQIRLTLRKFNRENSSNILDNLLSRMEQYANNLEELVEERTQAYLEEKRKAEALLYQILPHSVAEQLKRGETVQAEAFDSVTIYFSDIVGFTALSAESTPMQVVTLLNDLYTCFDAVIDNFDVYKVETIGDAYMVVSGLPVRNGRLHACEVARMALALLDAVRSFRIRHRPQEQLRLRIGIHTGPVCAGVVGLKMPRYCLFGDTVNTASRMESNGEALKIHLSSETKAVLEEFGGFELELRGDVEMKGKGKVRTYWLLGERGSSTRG
PRMT1 FP inh: PRMT1 methyltransferase inhibitors, primary screen, biochemical, fluorescence polarization. Protein arginine N-methyltransferase 1 (Homo sapiens), Q99873. recombinant PRMT1, activity-based probe fluorescence polarization. inhibition, % at 2.79 µM. 370,000 tested, 1.3% active;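 active = inhibition above about 21% made by adding two undisclosed values, limit read from the data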
SIAE primary: human SIAE inhibitors, primary screen, biochemical, fluorescence polarization, FP-Rh probe, 1536-well HTS. Sialate O-acetylesterase (Homo sapiens), Q9HAT2. SIAE FP-Rh probe binding. inhibition, % at 9.66 µM. 370,000 tested, 0.69% active. AID 1053197, 2014;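 active = inhibition above a cutoff: mean of compounds within the control limits plus 3 SD of those, cut at about 17% in these data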;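 note: 0% = plate median of compound wells and 100% = probe without SIAE protein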
rCAG binder: binders of r(CAG) RNA repeats, primary screen, biochemical, fluorescence; r(CAG) RNA repeat, TO-PRO-1 dye displacement fluorescence; 370,000 tested, 1.3% active; inhibition, % at 3 µM;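 active = inhibition above the plate cutoff, the mean of all test compounds on that plate plus 3 SD, cut at about 35% in these data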;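 note: 0% = DMSO alone and 100% = 100 µM mitoxantrone as full dye displacement; higher means more dye released from RNA so lower well fluorescence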
GC-B act: human GC-B receptor activators, primary screen, HEK293 GC-B cells, cGMP TR-FRET, EC30 CNP; activation, % at 10 µM; 370,000 tested, 0.11% active; 0% at EC30 CNP, 100% saturating CNP;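 active = activation at 10 µM reaching about 35% in either raw or pattern-adjusted values, limit read from the data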
TCR-CD3 inh: inhibitors of human TCR-CD3 interaction, primary screen, biochemical, fluorescence, TAMRA-labeled TCR probe. 360,000 tested, 0.37% active. T-cell receptor (TCR). AID 651800, 2012. inhibition, % at 9.4 µM; in the data active = inhibition above about 19%;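 note: recombinant mutant TCR 2C K166C tagged with TAMRA read by polarization; 0% = receptor in buffer alone and 100% = receptor with positive control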
Active calls of the source: *; · = not tested or not shown. Not all compounds are listed; count on the stated rates, not on these rows.

SMILES | HTRA1 inhibitor | UHRF1 MBD2 ctr | mABHD4 FP | MBD2 DNA inh | GC-A act | PRMT1 FP inh | SIAE primary | rCAG binder | GC-B act | TCR-CD3 inh
CC(=O)N(c1c(C)n(C)n(-c2ccccc2)c1=O)C1(C(=O)NC2CCCCC2)CCCCC1 | 4 | -3 | -1 | 5 | -1 | 0 | 3 | -8 | 2 | 2
Cc1cn(C2CCCCO2)c(=O)nc1NO (stereo not given) | 3 | 1 | 2 | -6 | 5 | -7 | 9 | 3 | -4 | 9
CCOC(=O)/C(C#N)=C/Nc1cc(F)ccc1C | 1 | -1 | 2 | -2 | -5 | 0 | 4 | -5 | -4 | -10
CN(C)CCCNC(=O)c1cc(C(=O)c2ccc(F)cc2)c[nH]1 | 10 | 1 | -5 | -1 | 2 | -4 | -5 | 0 | 0 | -6
Cc1nsc(Nc2ccccc2)c1C#N | 0 | -1 | 1 | 0 | 11 | -1 | 1 | 0 | 2 | 12
C/C(=N/NS(=O)(=O)c1cccc([N+](=O)[O-])c1)c1ccc2c(c1)OCO2 | 3 | 2 | 5 | 1 | 1 | 3 | 7 | -3 | 7 | -8
CCCCC(=O)N(Cc1nc2sc(C)c(C)c2c(=O)[nH]1)C1CCCC1 | -12 | -2 | 4 | -5 | -6 | 0 | 0 | -4 | -3 | 4
O=C(c1cc(Br)ccc1OC(F)F)N1CCN2CCCC2C1 (stereo not given) | -3 | 0 | 1 | 3 | 3 | 2 | 3 | 2 | -3 | -8
COC(=O)[C@]12CCCCC=C1N(Cc1ccc3c(c1)OCO3)C(=O)[C@H](CC(=O)N1CCC(c3ccccc3)CC1)C2 | · | 1 | 3 | 1 | 0 | 3 | -10 | 8 | 7 | -2
CCN(C(=O)CSc1nc2ccc(OC)cc2[nH]1)C1CCS(=O)(=O)C1 (stereo not given) | 1 | -2 | -3 | -1 | -2 | -6 | 1 | 0 | -3 | 4
CCOC(=O)[C@@]12CCCC=C1N(CCc1ccc(Cl)cc1)C(=O)[C@H]2CC(=O)N1CCCC1 | · | 2 | 3 | 2 | -1 | 1 | 3 | 6 | -3 | ·
Cc1onc(-c2ccccc2)c1C(=O)NNC(=S)NC(=O)/C=C/c1cccs1 | 11 | -3 | 8 | 1 | 1 | -2 | 1 | 9 | 5 | -1
Cc1cc(C)c(C)c(S(=O)(=O)NCC(=O)Nc2ccc(F)cc2)c1C | -14 | 2 | -7 | -1 | 1 | 0 | 2 | 2 | -2 | 5
CCOCCc1nnc(NC(=O)C2CCN(C(=O)c3ccco3)CC2)s1 | -1 | 2 | -3 | 1 | -1 | -3 | -1 | -3 | -4 | 1
O=C(NCc1ccc(F)cc1)c1cc(C2CCCCN2S(=O)(=O)c2ccccc2)on1 (stereo not given) | · | 0 | -4 | 3 | 1 | -6 | 0 | 3 | 6 | -5
CC(=O)C1=C(O)C(=O)N(c2ccc(O)cc2)C1c1cccc([N+](=O)[O-])c1 (stereo not given) | 10 | -2 | 7 | -2 | 5 | 1 | 2 | 2 | 5 | 2
COc1ccc(-c2nc(NC(=O)C3CC(=O)N(Cc4ccco4)C3)sc2C)cc1 (stereo not given) | -5 | 1 | 0 | -6 | 1 | 6 | -7 | 3 | -2 | 4
CCOC(=O)N1CCN(C(=O)C2CCN(C(=O)Nc3ccccc3)CC2)CC1 | 3 | -1 | 5 | -5 | 2 | -4 | 5 | 9 | -1 | 3
CC(=O)N(Cc1ccccc1)Cc1cn(CCC#N)nc1-c1cccc([N+](=O)[O-])c1 | -6 | 4 | -10 | 9 | -4 | 5 | -4 | -6 | -4 | -7
Cc1ccc(-c2c(C(=O)N/N=C/c3c[nH]c4ccccc34)nnn2-c2nonc2N)cc1 | 3 | -1 | 6 | 0 | 0 | 5 | 12 | 22 | 0 | -3

Entries listed so far containing a thiophene ring, fused or not:
SMILES | HTRA1 inhibitor | UHRF1 MBD2 ctr | mABHD4 FP | MBD2 DNA inh | GC-A act | PRMT1 FP inh | SIAE primary | rCAG binder | GC-B act | TCR-CD3 inh
CCCCC(=O)N(Cc1nc2sc(C)c(C)c2c(=O)[nH]1)C1CCCC1 | -12 | -2 | 4 | -5 | -6 | 0 | 0 | -4 | -3 | 4
Cc1onc(-c2ccccc2)c1C(=O)NNC(=S)NC(=O)/C=C/c1cccs1 | 11 | -3 | 8 | 1 | 1 | -2 | 1 | 9 | 5 | -1

More entries
SMILES | HTRA1 inhibitor | UHRF1 MBD2 ctr | mABHD4 FP | MBD2 DNA inh | GC-A act | PRMT1 FP inh | SIAE primary | rCAG binder | GC-B act | TCR-CD3 inh
CCCCN(C(=S)NC(=O)c1cc(OC)c(OC)c(OC)c1)c1c(N)n(Cc2ccccc2)c(=O)[nH]c1=O | 3 | 3 | 5 | -2 | -2 | 2 | -2 | 1 | 1 | 6
Cc1ccc(NC(=O)Cc2ccc3c(c2)OCCO3)cc1S(=O)(=O)N1CCCCC1 | -23 | 0 | -11 | -9 | 2 | 1 | -6 | 12 | 0 | 9
Cc1ccccc1OCCOc1ccc([N+](=O)[O-])cc1/C=N/n1cnnc1 | -7 | -1 | 1 | 4 | -10 | -3 | -1 | -1 | -7 | 8
COC(=O)[C@]12CCCCC=C1N(Cc1ccco1)C(=O)[C@H](CC(=O)N1CCC(c3ccccc3)CC1)C2 | · | -2 | -2 | -6 | 3 | -1 | -3 | 8 | 5 | 2
COc1ccccc1-c1cc(C(=O)NCCCn2ccnc2)no1 | 1 | -4 | 1 | 2 | 1 | 1 | -1 | 3 | -2 | 7
COc1cc(C(=O)NC(C)c2cnn(-c3ccccc3C)c2C)cc(OC)c1OC (stereo not given) | 1 | -4 | 4 | -1 | -1 | -2 | 1 | -8 | -6 | 2
CC(=O)N1CCOc2ccc(S(=O)(=O)NC[C@H]3O[C@@H](n4ccc(N)nc4=O)[C@H](O)[C@@H]3O)cc21 | 0 | 1 | 2 | 0 | 0 | -5 | -1 | 2 | -8 | 11
CC(Sc1nc(N)cc(=O)[nH]1)C(=O)NC1CCCCC1 (stereo not given) | 7 | 2 | 6 | -1 | -1 | -1 | -4 | 2 | 7 | 3
Cc1ccccc1Oc1nc(-c2ccccn2)nc2ccccc12 | -2 | -6 | -18 | -3 | -15 | -4 | 4 | -7 | -7 | -8
C=CCn1c(=O)[nH]c2cc(C(=O)N3CCN(c4cccc(Cl)c4)CC3)ccc2c1=O | -27 | 0 | 12 | -4 | 0 | -3 | -10 | -3 | -7 | 1
O=C(Nc1ccc([N+](=O)[O-])cc1)C(Cc1ccccc1)N1C(=O)c2cccc3cccc(c23)C1=O (stereo not given) | 1 | -3 | -1 | -3 | 1 | -5 | -5 | 6 | 0 | 4
COc1ccc(CNCc2ccc3c(c2)OCO3)cc1Br | 4 | 2 | 15 | 6 | -15 | -1 | -1 | -5 | -3 | -6
CC1(c2ccccc2)NC(=O)N(CC(=O)Nc2ccccc2N2CCCC2)C1=O (stereo not given) | -3 | -4 | -4 | -3 | -3 | 2 | 0 | -3 | 0 | 2
CCc1cccc(OCC(=O)Nc2ccc(S(=O)(=O)Nc3ccccn3)cc2)c1 | -12 | 79* | -10 | -2 | · | 1 | 0 | 7 | · | 3
Clc1ccc(CSc2snnc2-c2ccccc2)cc1 | -18 | -2 | -9 | -9 | 2 | -3 | -4 | 6 | -3 | 10
CSc1ccc(/C=N/NC(=O)c2ccc(C)c(C)c2)cc1 | -8 | -5 | 3 | 0 | -2 | -1 | -3 | 1 | -2 | -4
CCCn1cnc2c(Sc3c([N+](=O)[O-])ncn3C)nc(N)nc21 | 3 | -2 | 6 | 2 | 2 | -2 | 4 | 0 | 8 | 3
CCOC(=O)CSc1nc(C(C)(C)C)nc2ccccc12 | -13 | 9 | -6 | -4 | -10 | -4 | 4 | -9 | -1 | -5
C=COCCNC(=O)Nc1ccc(Cl)c(Cl)c1 | -1 | 2 | 3 | 0 | · | -1 | -2 | 5 | · | 1
CCOc1ccc(N(C(C)C(=O)Nc2ccc(OC)cc2)S(C)(=O)=O)cc1 (stereo not given) | 3 | -1 | -2 | 0 | -3 | -2 | 5 | -1 | -1 | -1
CCOc1ccc(CNC(=O)CN2C(=O)CSc3ccc(S(=O)(=O)N4CCOCC4)cc32)cc1 | -5 | -2 | -3 | -3 | 2 | -4 | 2 | 2 | 1 | 2
COc1cccc(CNC(=O)COC(=O)/C=C/c2ccc(SC)cc2)c1 | -8 | -3 | -5 | -5 | 0 | -1 | 1 | 1 | -2 | 0
CCCS(=O)(=O)N1CCN=C1SCc1ccc(C)cc1 | -6 | 0 | 0 | -4 | 0 | 1 | -3 | -2 | -2 | 7
COc1ccc(F)cc1S(=O)(=O)N1CCc2ccccc2C1 | -2 | 1 | 5 | 2 | -4 | -1 | 5 | -2 | -4 | 1
CCOc1ccc(/C=C(/NC(=O)c2ccccc2)C(=O)NCCC(=O)O)cc1 | -5 | -1 | 2 | 3 | 1 | 1 | 4 | 4 | 4 | 8
COc1ccc(S(=O)(=O)N(CC(=O)NC2CC2)c2ccc(C)cc2)cc1 | 0 | 5 | 4 | -3 | -3 | 0 | 2 | -5 | -1 | 7
O=C(CCCn1c(=O)c2ccccc2n(Cc2cccc(F)c2)c1=O)NC1CCN(Cc2ccccc2)CC1 | · | 0 | -5 | -3 | -2 | -5 | -5 | -5 | -8 | 0
O=C(CNC(=O)c1ccccc1Cl)OCC(=O)N1CCc2ccccc21 | 10 | 2 | 4 | 4 | 2 | 1 | 4 | -3 | 9 | 0
CC1CCN(S(=O)(=O)c2ccc(C(=O)Nc3nnc(C4CC4)o3)cc2)CC1 | 2 | -2 | -2 | -5 | -2 | 0 | 3 | 14 | 7 | 2
O=C1CCC(=O)N1OCCCOc1ccc(Br)cc1Cl | 0 | 1 | 3 | -4 | 30 | -1 | -2 | -4 | 1 | 4
CCc1nc2c(c(=O)[nH]1)C1(CCCC1)Cc1ccccc1-2 | -2 | -1 | 7 | -6 | -27 | 3 | -3 | 1 | 3 | 11
CCNC(=O)C(C)NC(=O)C1=NN(c2ccccc2)C(=O)CC1 (stereo not given) | 5 | -5 | -2 | -6 | 4 | -4 | 3 | 0 | -3 | 1
Cc1ccccc1NC(=S)NNC(=O)c1cccnc1 | 3 | -1 | 7 | -9 | 1 | -1 | 1 | 2 | 7 | 9
C=CCSc1nsc(N)n1 | 7 | 2 | -3 | 2 | -4 | 1 | 1 | 2 | 3 | 4
Cc1cccc(C(=O)NCCN2CCOCC2)c1[N+](=O)[O-] | 0 | -2 | 0 | -1 | 2 | 2 | -2 | 1 | -2 | 6
O=C(CSc1nnc(NC(=O)Cc2ccc(F)cc2)s1)NCc1ccco1 | -4 | 1 | 3 | 2 | 2 | -1 | 1 | 1 | 1 | 6
CCc1c(C)nc2ncnn2c1N1CCC(C(=O)Nc2cccc(C(C)=O)c2)CC1 | -3 | 2 | 3 | 5 | 6 | -3 | -1 | -3 | -8 | 2
